# Bioassay records (PubChem BioAssay)
# MCF10A rerep – A quantitative high throughput screen for small molecules that induce DNA re-replication in MCF 10a normal breast cells; MCF 10A DNA re-replication, Hoechst nuclear intensity, 48 h; Potency, µM (titrated, usually from 46.1 µM), without a hit: at the highest dose activity, positive = re-replication, actives largely listed as activators; 2.9% of 350,000 active; AID 624296, 2012; also: potency is read from the fitted curve at half-maximal effect; % of control where 0% means no effect; nearly all actives have a fitted effect of over 50% in size
# KB-3-1 cytotox – qHTS assay for MDR1-selective chemotherapeutics: Primary screen using the parental adenocarcinoma cell KB-3-1. KB-3-1 viability, CellTiter-Glo ATP luminescence, 72 h. Potency, µM (titrated, usually from 46.1 µM), inactives show at the top dose activity change, negative = cytotoxic, hits mostly cytotoxic. 1.4% of 400,000 active. AID 1347075, 2019; also: potency is read from the fitted curve at half-maximal effect; % is scaled to controls: 0 for no effect and ±100 for the full control effect; nearly all actives have a fitted effect of over 60% in size
#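 Multi-concentration cytotoxicity screen in KB-3-1 cells grown in DMEM lacking phenol red with 10% FBS. After 72 h at 37 °C with compound, ATP-dependent luminescence was recorded.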
# HT1080NT lethal – qHTS for induction of synthetic lethality in tumor cells producing 2HG: qHTS for the HT-1080-NT fibrosarcoma cell line | HT-1080-NT fibrosarcoma viability, CellTiter-Glo ATP luminescence, 48 h | Potency, µM (doses to about 46.1 µM), inactives show top-dose activity, negative = less viability, hits mostly cytotoxic | 1.6% of 360,000 active | AID 686970, 2013;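 also: NT is the 2HG producing partner of a matched IDH1 knockdown line; potency is read from the fitted curve at half-maximal effect; 0% = DMSO-treated cells and -100% = media-only wells without cells; nearly all actives have a fitted effect of over 55% in size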
#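 Compounds were tested in concentration-response format on HT-1080-NT cells for 48 hours at 37 degrees C. Cell viability came from CellTiter-Glo luminescence; curves were classified by r2, response magnitude and activity.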
# WRN inhibitor – qHTS for Inhibitors of WRN Helicase; Potency, µM (series often up to 114 µM), for inactives: at the top dose activity change, negative = inhibition, actives largely listed as inhibitors; WRN helicase unwinding, fluorescent forked duplex, kinetic; 0.46% of 360,000 active; Bifunctional 3'-5' exonuclease/ATP-dependent helicase WRN (Homo sapiens), Q14191; also: potency is read from the fitted curve at half-maximal effect; % is scaled to controls: 0 for no effect and ±100 for the full control effect; nearly all actives have a fitted effect of over 55% in size
#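 WRN at 20 nM final preincubated with compound 15 min at room temperature; reaction started with 100 nM fluorophore/quencher forked duplex oligonucleotide and 2 mM ATP final. Unwinding followed kinetically by red fluorescence (ex 525, em 598 nm).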
# SW480 rereplic – A quantitative high throughput screen for small molecules that induce DNA re-replication in SW480 colon adenocarcinoma cells; 1.8% of 340,000 active; Potency, µM (doses to about 46.1 µM), for the others: top-dose re-replication activation, actives largely listed as activators; AID 624297, 2012; SW480 DNA re-replication, Hoechst DNA content imaging, 48 h; also: potency is read from the fitted curve at half-maximal effect; % of control where 0% means no effect; nearly all actives have a fitted effect of over 55% in size
#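 Image-based read-out: total Hoechst fluorescence of nuclei (405 nm excitation, 500-530 nm emission), with hits raising the fraction of high-intensity nuclei. SW480 colon cells incubated 48 hr with compounds at 37 C.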
# KB-V1 cytotox – qHTS assay for MDR1-selective chemotherapeutics: Primary screen using the drug-selected MDR subline cells KB-V1. KB-V1 MDR cells viability, CellTiter-Glo, 72 h. Potency, µM (highest dose often 46.1 µM), inactives show at the top dose activity change, negative = cytotoxicity, hits mostly cytotoxic. 3.4% of 400,000 active; also: potency is read from the fitted curve at half-maximal effect; % is scaled to controls: 0 for no effect and ±100 for the full control effect; nearly all actives have a fitted effect of over 60% in size
#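 KB-V1, DMEM (no phenol red) + 10% FBS; cpd pin-transferred, titration series; 72 h, 37 degrees C; CellTiter-Glo, luminescence. Data normalized, curve-fit.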
# HT1080 IDH1KD tx – qHTS for induction of synthetic lethality in tumor cells producing 2HG: qHTS for the HT-1080-IDH1KD cell line. HT-1080 IDH1 knockdown viability, ATP luminescence, 48 h. Potency, µM (titrated, usually from 46.1 µM), for inactives: at the highest dose activity, negative = toxicity, actives largely listed as cytotoxic. 2% of 360,000 active;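 also: potency is read from the fitted curve at half-maximal effect; 0% = DMSO wells and -100% = cell-free medium wells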
#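 CellTiter-Glo luminescence after 48 h compound exposure at 37 degrees C of IDH1-knockdown HT-1080 cells in 5% FBS RPMI. %Activity scaled between DMSO wells and cell-free media wells, with curves fitted and assigned curve classes.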
# ATXN2 expr inh – Primary qHTS for Inhibitors of ATXN expression; HEK-293 ATXN2-luciferase reporter, luminescence, 24 h; Potency, µM (titrated, usually from 57 µM), inactives show top-dose activity change, negative = inhibition, actives largely listed as inhibitors; 0.72% of 360,000 active; AID 1745845, 2022; also: potency is read from the fitted curve at half-maximal effect; % is scaled to controls: 0 for no effect and ±100 for the full control effect; nearly all actives have a fitted effect of over 55% in size
#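 qHTS (up to 57 uM final) was run with 24 h compound exposure of reporter cells at 37 °C. Each well was multiplexed: SteadyGlo luminescence measured ATXN2-luciferase expression after a fluorogenic Gly-Phe-AFC viability readout (25 uM final).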
# IL1B secr inh – qHTS for Inhibitors of Inflammasome Signaling: IL-1-beta AlphaLISA Primary Screen; THP-1 LPS/ATP IL-1B secretion, AlphaLISA, 16 h; active compounds read low; activity change, % at 57.5 µM; 4.7% of 360,000 active; AID 743279, 2014; in the data active = activity change below about -50%; inconclusive = mostly about -30% to -49%; also: % is scaled to controls: 0 for no effect and ±100 for the full control effect
#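 Secreted IL-1B measured by AlphaLISA bead assay after 16 h compound exposure of THP-1 cells; compounds (final up to 57.5 uM) added 1 h before LPS (250 ng/mL) and ATP (1.25 mM) stimulation; lower signal means less secretion.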
# Numbers without * were called inactive; ? = inconclusive; . = no result given; [ ] = another dose, or the depositor's remark. Unless noted, calls follow the shape of the dose curve; as a rule, active = well fitted curve in the direction sought with a large enough effect; inconclusive = small, poorly fitted or top-dose-only effect, or another doubt; inactive = no such curve, though single readings can be large; an effect the other way counts as inactive or inconclusive.
SMILES,MCF10A rerep,KB-3-1 cytotox,HT1080NT lethal,WRN inhibitor,SW480 rereplic,KB-V1 cytotox,HT1080 IDH1KD tx,ATXN2 expr inh,IL1B secr inh
COc1cc(OC)c2c(-c3ccccc3)cc(=O)oc2c1C(CCN1CCCCC1)c1ccc(N(C)C)cc1 (configuration not stated),9%,?,-21%,-4%,24%,1%,-29%,?,-18
CCOc1ccc(Br)cc1S(=O)(=O)Nc1cccnc1,-2%,-6%,18%,4%,-3%,2%,12%,1%,9
C#Cc1ccc([C@H]2C=C(C(=O)N3CCN(Cc4ccc5c(c4)OCO5)CC3)O[C@@H](OCC)[C@@H]2CCCO)cc1,24%,2%,-7%,2%,1%,0%,-14%,?,-50*
OC[C@H]1O[C@@H](c2nc(-c3nc(-c4ccc(F)cc4)no3)cs2)[C@H](O)[C@@H](O)[C@H]1O,.,0%,7%,-3%,.,-1%,10%,13%,2
Fc1ccc(C2c3[nH]c4ccccc4c3CCN2Cc2cccn2-c2ncccn2)cc1 (configuration not stated),?,?,?,-1%,-128%[inhibitor],?,?,6%,-51*
Cc1ccc(OCCCn2cc(C#N)c3ccccc32)cc1,-5%,?,-1%,-8%,?,16µM*,-3%,-2%,-21
Cc1ccc(S(=O)(=O)N(C)c2c(C)ccc(S(=O)(=O)Nc3ccncc3)c2C)cc1,3%,11%,-7%,-1%,0%,4%,8%,5%,16
Cc1cc(Br)cc(Cl)c1OC(=O)c1cnccn1,-3%,14%,6%,-25%,9%,14%,1%,3%,24
CCN1CCN(CCCNC(=O)c2ccc3c(c2)N(Cc2ccc(C)cc2)CCS3)CC1,15%,?,?,4%,15µM*,0%,?,-35%,-1
CCOc1ccc(NS(=O)(=O)c2cc(NC(=O)CCNC(=O)c3ccco3)ccc2OC)cc1,0%,12%,-3%,8%,-3%,-5%,10%,-12%,4
COc1ccc(OC)c2c(C)cc(N3CCCN(C)CC3)nc12,0%,8%,?,-1%,-11%,-12%,?,-7%,-22
Cc1cc(C)c(NC(=O)CSc2nncn2-c2cccnc2)c(C)c1,2%,12%,0%,9%[57.1 µM],0%,-8%,0%,-4%,12
CCOc1ccc(-c2n[nH]c(C)c2-c2ccccc2OC)c(O)c1,13µM*,?,?,-5%[57.1 µM],?,0%,?,-28%,-55*
O=C(O)C1CCCCC1C(=O)NCCC(c1ccccc1)c1ccccc1 (configuration not stated),6%,-4%,-3%,6%,-27%,-2%,1%,.,22
Cc1cc(C)n(C(=O)/C(C#N)=N/Nc2cc(Cl)cc(Cl)c2)n1,?,2%,-27%,2%,-3%,?,-16%,.,-28
Cc1ccccc1NC(=O)c1ccccc1NC(=O)c1ccccc1F,1%,7%,3%,5%,-2%,3%,6%,6%,-28
CC(C)(C)c1ccc(-c2nnc(SCCN3C(=O)c4ccccc4C3=O)o2)cc1,-15%,8%,7%,-18%[57.1 µM],-5%,-15%,9%,12%,-4
C=CCOc1cccc(C(=O)N2CCCC(CCC(=O)NCc3ccccc3F)C2)c1 (configuration not stated),1%,-3%,-4%,8%,-1%,-25%,-10%,5%,-4
C=CCN(CC=C)C(=O)c1cc2ccccc2c(=O)o1,-10%,7%,11%,12%,3%,-26%,10%,5%,1
CN(c1ccc(C(=O)Nc2cccnc2)cc1)S(=O)(=O)c1ccccc1,?,-2%,7%,2%,-3%,?,11%,-19%,13
O=C(O)COc1ccc(/C=N/O)cc1Br,-36%[inhibitor],10%,13%,-5%,-16%,0%,7%,-22%,14
COc1ccc(N2CCN(C(=O)CCNC(=O)c3ccc(Br)cc3)CC2)cc1,3%,-3%,-1%,-9%,-3%,?,2%,-10%,-2
O=C(COC(=O)Cc1ccc(Br)cc1)NC1CCCCC1,-2%,-1%,14%,0%,-5%,?,12%,4%,5
CCNC(=S)N1CCN(CCN=CC2=C(O)CC(c3cccs3)CC2=O)CC1 (configuration not stated),-5%,15%,8%,-5%,-3%,2%,-1%,-10%,34
COc1ccc(C2C(C#N)=C(SC)NC3=C2C(=O)CC(C)(C)C3)cc1 (configuration not stated),16%,?,-8%,3%,1%,?,-13%,-10%,-15
Cc1onc(-c2ccccc2)c1C(=O)c1c[nH]c(C(=O)NCCCN2CCOCC2)c1,-7%,-3%,-1%,-2%,26%,-3%,-3%,.,-13
O=C(CN(Cc1ccc(F)cc1)C(=O)c1csnn1)NC1CCCC1,-12%,4%,5%,7%,-20%,8%,13%,18%,-3
CC12CCC(=O)C=C1C(O)CC1C2CCC2(C)C1CCC2(O)C(=O)CO (configuration not stated),-3%,1%,0%,-10%,1%,8%,-3%,13%,4
c1nnc(-c2ccc3c(c2)OCO3)o1,26%,0%,4%,6%,?,18%,14%,9%,-2
CCCCC(=O)NC(=S)Nc1cccc(C(=O)O)c1,-3%,-6%,-10%,-3%,-2%,14%,8%,1%,20
Cn1c(N)c(C(=O)COC(=O)CNS(=O)(=O)c2cccc(Cl)c2)c(=O)n(C)c1=O,-3%,23%,17%,-4%,-1%,?,8%,1%,5
CCC(=O)c1cc(F)c(N2CCN(S(=O)(=O)c3ccc(C)cc3)CC2)cc1C,9%,-15%,-19%,-4%,3%,?,-2%,-14%,-9
CC(Nc1ccc(Cl)cc1)c1cc(Cl)ccc1O (configuration not stated),16%,-9%,?,-5%,2%,3%,?,1%,6
COc1ccc(CN2C(=O)[C@H]3Cc4c([nH]c5ccccc45)C(C)(C)N3C2=O)cc1,9.2µM*,?,.,.,-4%,?,.,?,.
COc1ccc(C(=O)N/C(=C\c2ccc3c(c2)OCO3)C(=O)Nc2cccc(C(=O)O)c2)cc1,-1%,-4%,2%,2%,16%,11%,-1%,.,20
CCOC(=O)c1nnn(CC(=O)Nc2cc(Cl)ccc2C)c1C(=O)OCC,?,10%,2%,-3%,2%,2%,4%,4%,-1
COc1ccccc1CNC(=O)/C=C/c1ccc(S(=O)(=O)NCc2ccco2)cc1,?,1%,-1%,-2%,-1%,?,-4%,-2%,-30
C/C=C(\C)C(=O)Nc1cccc(C2=NOC3(C2)C[C@H](C(N)=O)N(C(=O)C(c2ccccc2)c2ccccc2)C3)c1 (some centres not stated),15%,0%,-1%,-2%,11%,11%,1%,-22%,-2
COC(=O)c1cc(NC(=O)Cc2ccc(OC)cc2)cc(C(=O)OC)c1,1%,5%,13%,0%,0%[9.22 µM],-22%,16%,-4%,-2
Cc1cc(C(=O)COc2ccccc2[N+](=O)[O-])c(C)n1C1CC1,-46%[inhibitor],-3%,-25%,9%,0%,?,-11%,33%[activator],2

# Reprinted at random: six records from the list, in no set order.
SMILES,MCF10A rerep,KB-3-1 cytotox,HT1080NT lethal,WRN inhibitor,SW480 rereplic,KB-V1 cytotox,HT1080 IDH1KD tx,ATXN2 expr inh,IL1B secr inh
CCOC(=O)c1nnn(CC(=O)Nc2cc(Cl)ccc2C)c1C(=O)OCC,?,10%,2%,-3%,2%,2%,4%,4%,-1
Cc1cc(C(=O)COc2ccccc2[N+](=O)[O-])c(C)n1C1CC1,-46%[inhibitor],-3%,-25%,9%,0%,?,-11%,33%[activator],2
COc1ccc(C2C(C#N)=C(SC)NC3=C2C(=O)CC(C)(C)C3)cc1 (configuration not stated),16%,?,-8%,3%,1%,?,-13%,-10%,-15
C/C=C(\C)C(=O)Nc1cccc(C2=NOC3(C2)C[C@H](C(N)=O)N(C(=O)C(c2ccccc2)c2ccccc2)C3)c1 (some centres not stated),15%,0%,-1%,-2%,11%,11%,1%,-22%,-2
Cn1c(N)c(C(=O)COC(=O)CNS(=O)(=O)c2cccc(Cl)c2)c(=O)n(C)c1=O,-3%,23%,17%,-4%,-1%,?,8%,1%,5
COc1ccc(CN2C(=O)[C@H]3Cc4c([nH]c5ccccc45)C(C)(C)N3C2=O)cc1,9.2µM*,?,.,.,-4%,?,.,?,.

# Next records.
SMILES,MCF10A rerep,KB-3-1 cytotox,HT1080NT lethal,WRN inhibitor,SW480 rereplic,KB-V1 cytotox,HT1080 IDH1KD tx,ATXN2 expr inh,IL1B secr inh
COc1ccc(N2CCN(C(=O)c3[nH]c(C(F)(F)F)nc3-c3ccccc3)CC2)cc1,.,-1%,-30%,0%,.,-5%,?,-3%,21
Nc1cc(C(F)(F)F)ccc1-n1cccc1,5%,5%,11%,3%,-16%,13%,-4%,.,5
COc1ccc2oc(=O)c(C(=O)n3ccc(C)n3)cc2c1,-9%,0%,3%,1%,-3%,-13%,15%,0%,22
O=c1c2ccccc2nc(-c2ccccc2Cl)n1O,-4%,0%,11%,-3%,-4%,7%,13%,-27%,20
COc1ccc(NS(=O)(=O)c2cccc(C(=O)Nc3cccc(C(=O)O)c3)c2)cc1,-1%,-7%,12%,1%,-2%,-4%,10%,10%,-8
Cn1c(=O)c(C(=O)CN2CC(=O)Nc3ccccc32)c(N)n(Cc2ccccc2)c1=O,1%,0%,17%,-1%,-14%,-5%,23%,-15%,15

# This is a random part of the collection; about 12% have a hit in one of these screens.
